FUS yeast rescue: suppressors of FUS proteinopathy in yeast | Potency, µM (top dose mostly 76.6 µM), inactives show at the highest dose growth rescue (activation), hits mostly activators | S. cerevisiae FUS-expressing, growth rescue, OD600, 24 h | 390,000 tested, 0.24% active;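 note: plate controls were DMSO vehicle for no effect and reference control for full effect; nearly all actives have a fitted effect of over 55% in size; some results filed as inactive show a strong effect at the top dose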
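Yeast expressing FUS under galactose induction, OD 0.005 in 2% galactose medium; compounds in a dilution series, 24 h at 30C. Growth rescue by absorbance at 600 nm; CP55940 positive control, DMSO negative.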
Abeta rescue: A-beta toxicity reversal in yeast; yeast expressing A-beta42, growth rescue, OD600, 48 h; response scale: 0% DMSO, 100% iron-clioquinol control; 410,000 tested, 0.063% active; AID 1347071; Potency, µM (series often up to 46.1 µM), without a hit: top-dose growth rescue, usual class: activators; note: nearly all actives have a fitted effect of over 55% in size
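Yeast growth medium received pinned compounds, then yeast cells expressing toxic A-beta were added; plates incubated at 30 C for 48 hr. Growth read as absorbance at 600 nm, normalized to DMSO and equimolar FeCl3 plus clioquinol controls.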
* hit, by the source's call; ? = inconclusive; [ ] = another dose, or the depositor's remark. Calls come from the whole dose curve; as a rule, active = well fitted activation curve with a large enough effect; inconclusive = small, poorly fitted or top-dose-only effect; inactive = no such curve, though single readings can be large or run the other way. Potency is the fitted concentration of half-maximal effect.

SMILES	FUS yeast rescue	Abeta rescue
CCOc1cc2sc(N3CCC(C(=O)Nc4ccc(CC)cc4)CC3)nc2cc1Br	-28%	1%
COc1ccc(-c2ccc(NS(=O)(=O)c3ccccc3Cl)cc2)nn1	38%	1%
COc1ccc(C(=O)NC(c2ccccc2Cl)c2cc(Cl)c3cccnc3c2O)cc1 (centres undefined)	19%	-68%[inhibitor]
CCc1nn2c(=O)cc(COC(=O)CNC(=O)c3ccccc3)nc2s1	4%	-20%
Cc1ccc(CN2c3ccccc3-c3nc(SCC(=O)NCCc4ccccc4)ncc3S2(=O)=O)cc1	0%	-7%
Cc1ccc(OCC(=O)Nc2nonc2-c2ccc(Br)cc2)cc1	-19%	11%
COc1ccc(CCNC(=O)Cn2nnc(-c3ccc(Cl)cc3)n2)cc1OC	-24%	3%
O=C(CSc1ncc(S(=O)(=O)c2ccc(Cl)cc2)c(=O)[nH]1)Nc1ccc2c(c1)OCCO2	-2%	-24%
COc1cc2ccccc2cc1C(=O)Nc1ccc2oc(-c3cccc(C)c3)nc2c1	-16%	-13%
Cc1ccc(C2C=C(c3ccc(Cl)cc3)Nc3nc(NC(=O)CCC(=O)O)nn32)cc1 (centres undefined)	14%	-13%
COc1cccc(NC(=O)CN2CCCN(S(=O)(=O)c3ccc(Br)cc3)CC2)c1	8%	10%
Cc1ccc(-n2c(SCC(=O)NCc3ccccc3)nc3n[nH]c(C)c3c2=N)cc1Cl	-7%	-9%
Cc1nc2c(C(=O)NCc3ccccc3Cl)c[nH]n2c(=O)c1Cc1cccc(Cl)c1	32%	-6%
CC(C(=O)Nc1ccccc1)n1nnc2sc3c(c2c1=O)CCCC3 (centres undefined)	0%	3%
CN(C)S(=O)(=O)N1CCC(N2CCN(Cc3ccc(F)cc3)C(=O)C2=O)CC1	-10%	2%
Cc1ccc(OCC(=O)NCC(=O)OCc2cc(=O)n3nc(CC(C)C)sc3n2)cc1	11%	-17%
O=C(CCC(=O)N1CC2CCCN2c2ccccc21)NCc1ccccc1F (centres undefined)	21%	-14%
CCc1nnc(SC(CC)C(=O)Nc2cccc(OC)c2)c2cc3oc(C)cc3n12 (centres undefined)	39%	-22%
COc1ccc(Cn2cc(S(=O)(=O)c3ccc(C)cc3)c(=O)c3cc(F)ccc32)cc1	-4%	-4%
CC1Cc2cc(S(=O)(=O)CCC(=O)Nc3ccc(F)c(Cl)c3)ccc2N1C(=O)C1CC1 (centres undefined)	-4%	-32%[inhibitor]
Cc1ccc(C)c(CN2C(=O)C3(c4ccccc42)N(c2cccc(C(F)(F)F)c2)C(=O)CS3(=O)=O)c1 (centres undefined)	?	15%
Cc1ccc(-c2onc(C)c2C)cc1S(=O)(=O)Nc1ccccn1	8%	-7%
CCOc1ccc(OC(=O)c2c(-c3ccccc3Cl)noc2C)cc1	1%	0%
CCCn1cnc2cc(NC(=O)c3cc(OC)c(OC)c(OC)c3)ccc21	3%	-12%
Cc1ccc(OCc2nc(-c3ccc(C(=O)N4CCN(c5ccccc5F)CC4)cc3)oc2C)cc1	?	-8%
Cc1ccc(NCc2cc3cc4c(cc3n(CC(=O)Nc3ccc(C)cc3)c2=O)OCCO4)cc1	18%	0%
COc1cccc(CNC(=O)CCCCCn2c(=O)[nH]c3cc(OC)c(OC)cc3c2=O)c1	-16%	-16%
Cc1ccc(Cn2ccn(Cc3ccc(C)cc3)c(=O)c2=O)cc1	-2%	5%
Cn1cc(S(=O)(=O)c2ccccc2)c(=O)c2cc(F)c(N3CCCCCC3)cc21	-2%	-13%
COc1ccc(C(=O)N2c3ccccc3C(C)(c3ccc(Cl)cc3)CC2(C)C)cc1 (centres undefined)	29%	6%
O=C(NCc1ccc(F)cc1)c1cnc(N2CCCCC2)c2ccccc12	15%	11%
Cc1c(Cl)ccc2sc(NC(=O)c3ccc(S(=O)(=O)N4CCCC4)cc3)nc12	2%	-14%
O=C(c1ccc2c(c1)N(Cc1ccccc1F)C(=O)c1ccccc1S2(=O)=O)N1CCc2ccccc21	13%	2%
COc1ccc(NC(=O)C(Cc2ccccc2)NS(=O)(=O)c2ccc3c(c2)CCC(=O)N3)c(OC)c1 (centres undefined)	-7%	-8%
Cn1c(=O)c2cc(C(=O)N3CCN(c4cccc(C(F)(F)F)c4)CC3)sc2c2ccccc21	-20%	-1%
COc1ccc(Cl)cc1NC(=O)Cn1c(=O)n2nc(-c3ccccc3)nc2c2ccccc21	-5%	-12%
CCOc1ccccc1NC(=O)c1c(NC(=O)C(C)Oc2cccc(Cl)c2)sc2c1CCCCC2 (centres undefined)	-3%	-4%
Cc1ccc2c(c1)C(c1ccccc1)N(C(=O)Cc1ccc(F)cc1)CC(=O)N2 (centres undefined)	22%	4%
Cc1ccc(CS(=O)(=O)c2ncc(Cl)c(C(=O)Nc3nc4ccc(C)cc4s3)n2)cc1	21%	-13%
CCOc1ccc(NC(=O)Cn2c(=O)n(-c3cccc(Cl)c3)c(=O)c3c2c2cc(C)ccc2n3C)cc1	13%	-2%
COc1ccc(CN2CCCN(CC(=O)Nc3ccc(Br)cc3F)S2(=O)=O)cc1	42%	-8%
Cc1ccc(NC(=O)C2CCCN(c3ncnc4onc(C)c34)C2)c(Cl)c1 (centres undefined)	-32%	-5%
COc1ccc(N2CCN(c3oc(-c4ccc(COc5cccc(C)c5)o4)nc3C#N)CC2)cc1	32%	-14%
CCOC(=O)c1cccc(NC(=O)CCc2c(C)nn(-c3ccc(N4CCOCC4)nn3)c2C)c1	25%	-7%
CCOC(=O)c1cnc2ccc(C)cc2c1Nc1ccc(OCc2ccccc2Cl)cc1	22%	-5%

Rewritten in markdown: 12 of the compounds above.
| SMILES | FUS yeast rescue | Abeta rescue |
| --- | --- | --- |
| O=C(NCc1ccc(F)cc1)c1cnc(N2CCCCC2)c2ccccc12 | 15% | 11% |
| Cc1c(Cl)ccc2sc(NC(=O)c3ccc(S(=O)(=O)N4CCCC4)cc3)nc12 | 2% | -14% |
| O=C(c1ccc2c(c1)N(Cc1ccccc1F)C(=O)c1ccccc1S2(=O)=O)N1CCc2ccccc21 | 13% | 2% |
| COc1ccc(NC(=O)C(Cc2ccccc2)NS(=O)(=O)c2ccc3c(c2)CCC(=O)N3)c(OC)c1 (centres undefined) | -7% | -8% |
| Cn1c(=O)c2cc(C(=O)N3CCN(c4cccc(C(F)(F)F)c4)CC3)sc2c2ccccc21 | -20% | -1% |
| COc1ccc(Cl)cc1NC(=O)Cn1c(=O)n2nc(-c3ccccc3)nc2c2ccccc21 | -5% | -12% |
| CCOc1ccccc1NC(=O)c1c(NC(=O)C(C)Oc2cccc(Cl)c2)sc2c1CCCCC2 (centres undefined) | -3% | -4% |
| Cc1ccc2c(c1)C(c1ccccc1)N(C(=O)Cc1ccc(F)cc1)CC(=O)N2 (centres undefined) | 22% | 4% |
| Cc1ccc(CS(=O)(=O)c2ncc(Cl)c(C(=O)Nc3nc4ccc(C)cc4s3)n2)cc1 | 21% | -13% |
| CCOc1ccc(NC(=O)Cn2c(=O)n(-c3cccc(Cl)c3)c(=O)c3c2c2cc(C)ccc2n3C)cc1 | 13% | -2% |
| COc1ccc(CN2CCCN(CC(=O)Nc3ccc(Br)cc3F)S2(=O)=O)cc1 | 42% | -8% |
| Cc1ccc(NC(=O)C2CCCN(c3ncnc4onc(C)c34)C2)c(Cl)c1 (centres undefined) | -32% | -5% |

Other compounds:
SMILES	FUS yeast rescue	Abeta rescue
CC(C)Cn1cc(NC(=O)Nc2cccc(C(F)(F)F)c2)c2ccccc2c1=O	-18%	-3%
O=C(NCc1ccc(Cl)cc1)C1CCN(C(=O)c2cnn(-c3ccccc3)c2-n2cccc2)CC1	?	-2%
Cc1cc(C)n2nc(-c3ccc(Cl)cc3)nc2n1	-23%	-5%
CCc1ccc(-n2nc(C)c3c(C)cc(=O)n(CC(=O)Nc4cc(C)ccc4C)c32)cc1	2%	-19%
COC(=O)c1ccc2c(c1)N(CC(=O)Nc1ccc(C)cc1Cl)C(=O)c1ccccc1S2	-15%	2%
COc1ccc(C)cc1-n1cnc2cc(C(=O)NC3CCCC3)ccc21	4%	-16%
CCc1ccc(NC(=O)CN2C(=O)CSc3ccc(S(=O)(=O)N(C)C)cc32)cc1	29%	-8%
CC1CCN(c2nc3ccccc3nc2SCC(=O)Nc2ccccc2C(C)C)CC1	24%	8%
CC(=O)N1CCc2c(sc3c2c(=O)n(Cc2ccccc2)c(=O)n3Cc2ccc(Cl)cc2)C1	-17%	-6%
CCOC(=O)c1scc(-c2ccccc2)c1S(=O)(=O)Nc1ccccc1F	31%	-27%
CC(NC(=O)c1ccc(N2Cc3ccccc3Oc3ncccc32)s1)c1ccccc1 (centres undefined)	38%	18%
CC(=O)OCc1cc(=O)n2nc(C3CCCCC3)sc2n1	7%	-6%
O=C(CC1N=C2c3ccccc3N=C(SCC(=O)Nc3ccccc3F)N2C1=O)NCc1cccs1 (centres undefined)	19%	13%
CCOC(=O)c1cc2c(=O)n3ccccc3nc2n(CC2CCCO2)c1=NC(=O)c1ccccc1Br (centres undefined)	23%	-3%
Cc1ccccc1NC(=O)c1c(C)oc2ccc(O)c(CN3CCCC(C)C3)c12 (centres undefined)	16%	-1%
CCc1ccc(OCC(=O)Nc2ccc(Cl)c(-c3nc4cc(C)cc(C)c4o3)c2)cc1	-18%	6%
Cc1ccc2nc(NC(=O)COc3ccc(F)cc3)sc2c1	-9%	9%
CCOc1ccc(CNC(=O)CCn2cccn2)cc1OC	-13%	-5%
CC1Cc2ccccc2N1S(=O)(=O)c1nnc(NC(=O)c2cccc(F)c2)s1 (centres undefined)	-14%	-4%
O=C(CSc1n[nH]c(-c2ccc(F)cc2)n1)N1CCN(c2ccc(F)cc2)CC1	-11%	10%
COCCNC(=O)c1c(NC(=O)c2cc(=O)c3cc(Cl)ccc3o2)sc2c1CCCC2	-1%	-21%
COC(=O)c1ccc(NC(=O)CSc2cn(CC(=O)N3CCCCCC3)c3ccccc23)cc1	?	-10%
CCc1sc(Nc2ccc(C)cc2Br)nc1-c1cc2cccc(OC)c2oc1=O	-24%	15%
Cc1ccccc1Nc1sc(C(=O)c2ccccc2)c(N)c1S(C)(=O)=O	7%	-4%
COc1cc2oc(=O)c(CC(=O)NCCc3ccccc3)c(C)c2cc1Cl	0%	-10%
Cn1c(=O)c2sccc2n2c(CCC(=O)N3CCN(c4ccccc4)CC3)nnc12	2%	-23%
CCc1ccccc1NC(=O)N1CCN(c2nnc(C)c3c(C)n(-c4ccccc4)nc23)CC1	-9%	-6%
Cc1nn(CC(=O)NC2CCC(C)CC2)c(=O)c2c1sc1ccccc12 (centres undefined)	-10%	-24%
COc1ccc(CNC(=O)c2cccc(-n3cnc4cccnc43)c2C)cc1	-3%	-2%
Cc1ccc2c(CNC3CCC(C)CC3)c(C(=O)O)n(Cc3cccc(F)c3)c2c1 (centres undefined)	7%	-4%
CCN(Cc1ccccc1)C(=O)Cn1c(=O)n(-c2ccc(F)c(Cl)c2)c(=O)c2sc3ccccc3c21	-6%	-2%
CCOC(=O)c1c(NC(=O)CSc2cn(CCNC(=O)c3c(F)cccc3F)c3ccccc23)sc2c1CCCC2	?	-11%
COc1ccc(C(=O)c2cn(CC(=O)Nc3ccc4c(c3)OCCO4)c3ccc(OC)cc3c2=O)cc1	7%	1%
CCCNC(=O)CSc1nc2nc(C)c(Cc3ccccc3Cl)c(C)n2n1	9%	-7%
Cc1ccc(CNC(=O)Cn2ccn(-c3ccc(C)c(C)c3)c(=O)c2=O)cc1	12%	7%
COc1ccc(C2N3CC4(C)CN2CC(c2ccccc2)(C3)C4=O)cc1OC (centres undefined)	-8%	-10%
CCN1C(C(=O)c2ccccc2)=C(OC(=O)c2ccccc2OC)c2ccccc2S1(=O)=O	9%	13%
Cc1c(S(=O)(=O)c2cccc(Cl)c2)nnn1-c1cccc(C(F)(F)F)c1	3%	-1%
CCOC(=O)c1[nH]c2ccccc2c1NC(=O)c1cc(Cl)ccc1Cl	-22%	-3%
CCn1cc(C(=O)N(C)Cc2ccccc2)c(=O)c2cc(S(=O)(=O)N3CCc4ccccc4C3)ccc21	?	-4%
Cc1ccc(NC(=O)N2CCC(N3CCN(Cc4ccccc4)C(=O)C3=O)CC2)cc1Cl	-1%	-3%
O=C(NCc1cccs1)c1ccc(Cn2c(SCc3ccccc3)nc3cccnc32)cc1	3%	-12%
Cc1ccc(Cn2c(C(=O)O)c(CNCc3ccccc3Cl)c3ccc(C)cc32)cc1	22%	-8%
Cc1ccc(NC(=O)CCS(=O)(=O)c2ccc(Br)s2)c(Br)c1	5%	-28%
CCC(=O)N1c2ccccc2CC1C(=O)NCCc1ccccc1C (centres undefined)	-8%	-7%
Cc1ccc(CN(Cc2ccco2)C(=O)c2ccc(Cl)cc2)o1	6%	-19%
Cc1oc2ccc(O)c(CN3CCCCCC3)c2c1C(=O)Nc1cccc(C(F)(F)F)c1	34%	2%
CCc1ccccc1NC(=O)Cn1c(=O)n(-c2ccc(C)cc2)c(=O)c2c1c1cc(C)ccc1n2C	-32%	-16%
CC(C)C1C(=O)Nc2ccc(S(=O)(=O)NCc3ccc(Cl)cc3)cc21 (centres undefined)	1%	3%
Fc1cccc(NCc2cccn2-c2nnc(N3CCOCC3)s2)c1	13%	5%
COc1ccccc1N1CCN(C(=O)c2cnn(-c3ccc(F)cc3F)c2C2CCNCC2)CC1	2%	-15%
Cc1cc(C)c(NC(=O)Cn2c(=O)n(CCC(C)C)c(=O)c3cccnc32)c(C)c1	-18%	-11%
COCCNC(=O)CCCn1c(SCC(=O)NCc2ccc(C)cc2)nc2c(sc3ccccc32)c1=O	-10%	-3%
COc1ccc(Cl)cc1NC(=O)CN(c1cc(C)cc(C)c1)S(=O)(=O)c1c(C)n[nH]c1C	3%	5%

These rows are one share of the data, so the mix of outcomes need not match the whole.
